# GPR55 antagonists – GPR55 antagonists blocking LPI-driven arrestin recruitment, primary screen, imaging, U2OS, beta-arrestin-GFP, LPI agonist (AID 2013); G-protein coupled receptor 55 (Homo sapiens); U2OS GPR55 beta-arrestin-GFP translocation imaging, LPI antagonism; higher % means a stronger effect; inhibition, % at 10 µM; hits with a dose series show IC50 in µM; 290,000 tested, 0.13% active;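 active = spots per cell inhibited over 60%, with over 100 cells counted and total cytoplasm intensity under 500,000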;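 also: U2OS cells stably carrying GPR55 and arrestin-GFP stimulated by 5 µM LPI near EC80; imaged beta-arrestin-GFP aggregate spots per cell after agonist stimulation; plate controls were LPI-stimulated DMSO wells for no effect and DMSO wells without LPI for full effect; some results filed as inactive read as strong as hits; confirmed hits need IC50 under 10 µM and bright autofluorescent wells are also inconclusive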
# KOR beta-arrestin-1 – KOR antagonists, beta-arrestin recruitment, cell-based, luminescence, uHTS (AID 1778); KOR beta-arrestin recruitment, luminescence, antagonist mode; higher % means a stronger effect; inhibition, % at 10 µM, or IC50 in µM where a hit was titrated; 290,000 tested, 0.091% active; also: strong numbers were not always called active
# NOD2 inhibition – NOD2 signaling inhibitors, cell-based, luminescence, uHTS, HEK293 (AID 1566); HEK293 NOD2/NF-kB luciferase reporter, luminescence; higher % means a stronger effect; one-dose inhibition, % at 4 µM; EC50 in µM for titrated hits; 290,000 tested, 0.63% active; also: many of its hits are not listed in these tables
# NOD1 inhibition – NOD1 signaling inhibitors, primary screen, cell-based, luminescence, uHTS (AID 1578); NOD1-driven NF-kB luciferase reporter cells, luminescence; higher % means a stronger effect; inhibition, % at 4 µM, or EC50 in µM where a hit was titrated; 290,000 tested, 1% active; in the data active = inhibition mostly above about 36%, no sharp cut-off; inactive = mostly below about 34%;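 also: HEK-293T reporter cells stimulated with the NOD1 agonist gamma-tri-DAP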
# NTR1 agonist – agonists of NTR1, primary screen, imaging, U2OS cells, beta-arrestin-GFP, high content (AID 493036); NTR1-U2OS beta-arrestin-GFP spot imaging, agonist mode; activation, % at 20 µM; 330,000 tested, 0.17% active;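 active = activation at or above 40% of the spot to cytoplasm intensity ratio, with at least 20 cells analyzed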;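 also: 0% = DMSO without peptide and 100% = 100 nM NTR1 peptide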
# Target sequence (P30989 whole entry, looked up): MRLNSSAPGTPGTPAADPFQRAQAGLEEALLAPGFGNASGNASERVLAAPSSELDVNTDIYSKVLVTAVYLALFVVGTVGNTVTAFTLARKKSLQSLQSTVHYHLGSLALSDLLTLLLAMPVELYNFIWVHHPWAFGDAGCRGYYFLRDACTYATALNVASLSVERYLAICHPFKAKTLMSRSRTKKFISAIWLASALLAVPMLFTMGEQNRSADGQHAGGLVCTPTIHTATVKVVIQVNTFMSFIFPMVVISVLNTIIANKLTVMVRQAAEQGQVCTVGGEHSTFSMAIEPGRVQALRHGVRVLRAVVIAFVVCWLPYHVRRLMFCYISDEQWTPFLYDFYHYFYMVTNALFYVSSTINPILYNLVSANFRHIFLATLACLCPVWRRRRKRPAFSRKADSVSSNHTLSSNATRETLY
# Myeloid diff 2 – induction of myeloid progenitor differentiation, primary screen, cell-based, flow cytometry, MLPCN library | ER-HoxA9 myeloid progenitors, lysozyme-GFP differentiation | calls only at 10 µM | 360,000 tested, 1% active | AID 624256, 2012;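 active = normalized GFP-positive differentiation at or above the plate's own cutoff, the solvent-only control mean plus 3 SD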;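 also: cells exposed to compound for four days before flow analysis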
# GPR55 beta-arrestin – GPR55 agonists via beta-arrestin recruitment, primary screen, imaging, U2OS cells, beta-arrestin-GFP redistribution (AID 1961). G-protein coupled receptor 55 (Homo sapiens). U2OS GPR55 beta-arrestin-GFP redistribution imaging; higher % means a stronger effect. one-dose activation, % at 10 µM; EC50 in µM for titrated hits. 290,000 tested, 0.048% active;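 active = activation above 40% with more than 50 cells counted in the well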;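 also: U2OS osteosarcoma cells stably expressing GPR55 and beta-arrestin-GFP; plate controls were DMSO negative control for no effect and LPI positive control for full effect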
# T cell HTS – modulators of CD8 T cell-vesicle binding, primary screen, mouse 2C CD8+ T cells, flow cytometry; 2C CD8+ T cell-vesicle binding; hits give low values; 330,000 tested, 0.068% active; calls only at 7 µM;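 active = response, share of CD8 T cells binding vesicles, and their 90th percentile fluorescence all below set limits, cut at about 80% in these data, passing the limit was not always enough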
#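 Benchmarks: naked versus QL9-loaded vesicles / Assay system: purified 2C TCR transgenic mouse naive CD8+ T cells / Technique: high-throughput flow cytometry with anti-B7-1 and anti-CD8 staining / Timing: Cell–vesicle co-incubation 1.5 h at 37 °C, staining 20 min on ice / Read-out: percent CD8+ FL2 mean versus row control / Probe or stimulus: QL9-loaded Drosophila micro-vesicles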
# KOR beta-arrestin-2 – KOR agonists, beta-arrestin recruitment, primary screen, cell-based, luminescence, uHTS (AID 1777) | 280,000 tested, 0.02% active | activation, % at 10 µM; hits with a dose series show EC50 in µM | KOR beta-arrestin recruitment, luminescence; higher % means a stronger effect; in the data active = activation above about 50%, passing the limit was not always enough; also: a part of the inactive calls stands beside numbers as strong as those of hits
# T cell HTS vesicle-bound % – also measured in T cell HTS; calls as there; double positive events, %; measured here: CD8+ vesicle-bound cell fraction;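 binding gate set so that unloaded-vesicle control wells show 10% double positive cells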
# NTR1 agonist cell count 20 µM – recorded beside NTR1 agonist, whose call it bears; cell count; measured here: cell count, cytotoxicity flag
# Myeloid diff 2 GFP+ MAC1+ % – further read-out of Myeloid diff 2, marked with its call; GFP+ MAC1+ double positive, %; measured here: differentiation confirmed by MAC1 staining
# An asterisk follows results filed as active; i = inactive; . = not tested or not shown; [ ] = another dose, or the depositor's remark. Rule as the data show it, unless noted: active = inhibition above about 50%; inactive = the rest.
SMILES,GPR55 antagonists,KOR beta-arrestin-1,NOD2 inhibition,NOD1 inhibition,NTR1 agonist,NTR1 agonist cell count 20 µM,Myeloid diff 2,Myeloid diff 2 GFP+ MAC1+ %,GPR55 beta-arrestin,T cell HTS,T cell HTS vesicle-bound %,KOR beta-arrestin-2
CC1(C)C2CCC1(CS(=O)(=O)NC1CCCC1)C(=O)C2 (stereo unspecified),1%,-2%,18%,-24%,-0.7,56,i,0.4,0.1%,i,28,-1.2%
CC(C)CC(NS(=O)(=O)c1ccccc1)C(=O)O (stereo unspecified),-6%,-8%,10%,-12%,1.5,76,i,1.4,0.3%,i,25,8.5%
COc1cc2c(cc1[N+](=O)[O-])n(C(C)C)c(=O)n2C(C)C,4%,-9%[20 µM],9%,-10%,0.9,77,i,0.1,-0.1%,i,42,-5.8%
CC(=O)Nc1cccc(C(=O)/C=C/c2ccc[nH]2)c1,15%,14%,-14%,-12%,-0.1,64,i,0.5,0.2%,i,16,2.7%
O=C(Oc1ccc(-c2ccccc2)cc1)N1CCCCC1,2%,25%,-67%,-27%,2.8,70,i,1.1,-0.1%,i,41,1.4%
CC(C)C[C@H](NC(=O)NCCc1ccc(Cl)cc1)C(=O)O,10%,-18%,-4%,-1%,0.7,51,i,0.9,-0.2%,i,34,1.8%
CN1CCN(CC(=O)N(C)c2nc(-c3ccccc3)cs2)CC1,0%,-11%,-14%,-59%,-0.5,74,i,1.0,-0.3%,i,5,-1.9%
CCn1c(C)[n+](Cc2ccccc2)c2ccc(C(=O)OC)cc21,2%,-14%,0%,8%,-0.2,36,i,0.2,-0.3%,i,55,-3.9%
CCCCN(C)S(=O)(=O)c1ccc(C(=O)Nc2nnc(-c3ccco3)o2)cc1,9%,-3%,32%,-25%,-0.5,80,i,1.5,0.1%,i,47,-5.3%
NC(=O)CCC(=O)N1CCCC(C(=O)c2ccc3c4c(cccc24)CC3)C1 (stereo unspecified),5%,-15%[20 µM],17%,-30%,-0.3,86,i,0.5,-0.1%,i,58,.
C/C(=N\NC(=O)C(O)c1ccccc1)c1cccnc1 (stereo unspecified),6%,-33%,0%,-20%,-0.6,35,i,0.8,0.3%,i,59,0.4%
N#Cc1ccccc1CSc1nnc(Cc2ccccc2)o1,-5%,-21%[20 µM],-21%,-25%,-0.1,78,i,0.3,-0.1%,i,64,1.3%
CC1CCCCC1NC(=O)CCNS(=O)(=O)c1ccc2c(c1)CCC(=O)N2 (stereo unspecified),-9%,-9%,6%,-23%,-0.2,57,i,3.8,-0.2%,i,26,-0.7%
COc1ccccc1N=Nc1nc(-c2ccccc2)c(-c2ccccc2)[nH]1,0.59µM*,.,-13%,10%,.,.,i,0.2,0.1%,i,38,-7.1%
N#Cc1nc(-c2ccccc2F)oc1N1CCN(C(=O)c2ccco2)CC1,4%,-9%,-11%,-34%,2.2,65,i,3.7,-0.1%,i,52,-1.5%
COc1ccccc1N1CCN(C(=O)c2cn(C)c3ccc(S(=O)(=O)N4CCOCC4)cc3c2=O)CC1,-1%,-36%,9%,-3%,0.9,50,i,0.0,-0.1%,i,58,6.3%
CN1C(c2ccccc2)CCOS1(=O)=O (stereo unspecified),-7%,-19%[20 µM],17%,51%,-1.6,83,i,1.8,-0.1%,i,28,-2.8%
CCCn1nnc(NC(=O)c2ccc(-c3ccccc3)cc2)n1,28%,-16%,-86%,-33%,0.8,60,i,3.3,-0.1%,i,18,4.6%
O=C(O)C1CC(=O)N(c2ccc(F)cc2)C1 (stereo unspecified),17%,1%,16%,-21%,0.3,84,i,1.4,0.0%,i,41,-3.3%
COc1ccc2c(Cl)c(-c3nnc4n3CCCCC4)sc2c1,-4%,5%,7%,7%,-0.3,54,i,0.7,-0.1%,i,46,-7.9%
CC(Oc1ccc(Cl)cc1Cl)C(=O)NNC(=O)C(=O)N1CCCC1 (stereo unspecified),7%,-9%,3%,-29%,-1.1,49,i,0.4,-0.4%,i,49,8.2%
Cc1nnc2sc(-c3ccco3)nn12,6%,-4%,-8%,-22%,2.3,54,i,0.4,0.2%,i,37,0.0%
COc1ccc(OC)c(NC(=O)Nc2cccnc2)c1,9%,-17%,2%,-28%,0.3,63,i,3.8,0.3%,i,17,4.2%
COc1ccc(S(=O)(=O)N(C)c2ccc(C(=O)N3CCN(C)CC3)cc2)cc1,6%,6%,14%,-26%,0.7,66,i,1.4,-0.1%,i,13,-1.6%
OCCN1CCN(c2nc(NCc3ccco3)c3ccccc3n2)CC1,15%,5%,14%,-19%,-1.0,42,i,0.6,-0.3%,i,50,0.4%
CC(C)(C)OC(=O)N1CCN(C(=O)c2[nH]cnc2C(=O)N[C@@H](Cc2ccccc2)C(=O)OCc2ccccc2)CC1,0%,-17%[20 µM],0%,60%,23,54,i,1.5,-0.1%,i,54,.
COC(=O)C1C2CCC(C2)C1C(=O)OCC(=O)c1ccc(C)cc1 (stereo unspecified),9%,16%,-9%,-3%,-0.6,89,i,1.5,0.0%,i,29,-8.8%
CCCS(=O)(=O)N1CCCC(C(=O)NCCc2ccc(OC)c(OC)c2)C1 (stereo unspecified),4%,4%,23%,2%,-1.3,42,i,0.6,-0.1%,i,20,-0.2%
COC(=O)C1(Cc2cc(-c3cccnc3)no2)CCN(C(=O)OC(C)(C)C)CC1,-5%,5%[20 µM],16%,14%,-2.9,97,i,1.6,-0.1%,i,54,-1.7%
Cc1c(C(=O)NCc2cccnc2)oc2ccc(S(=O)(=O)N3CCCC(C)C3)cc12 (stereo unspecified),-11%,18%,13%,-1%,2.2,93,i,0.4,0.8%,i,26,-1.2%
COC(=O)c1ccc(/C=N/Nc2nc(C)c(C)s2)cc1,-15%,-23%,-6%,-5%,1.6,51,i,0.1,-0.2%,i,15,11%
CCN(CC)S(=O)(=O)c1ccc(Oc2cccc(C(C)=O)c2)nc1,-3%,20%,10%,19%,1.6,81,i,0.6,0.0%,i,27,1.8%
Cc1cc(C)c2cc(CN(CCO)C(=O)Nc3ccc(Cl)cc3)c(=O)[nH]c2c1,6%,-26%,15%,2%,2.6,42,.,.,-0.1%,i,46,1.4%
NS(=O)(=O)c1ccc(CCNC(=O)C(=O)c2cn(CC(=O)N3CCOCC3)c3ccccc23)cc1,4%,-27%,4%,-18%,-0.1,52,i,0.4,0.3%,i,17,0.7%
O=C1CC(Cc2ccccc2)C(=O)N1CCc1ccc2c(c1)OCO2 (stereo unspecified),-1%,30%,-6%,-10%,-1.7,28,i,1.4,-0.1%,i,24,-0.9%
CC1CCC(C(C)C)C(OCC(O)CN2CCN(Cc3ccccc3)CC2)C1 (stereo unspecified),14%,6%,8%,12%,2.9,45,i,0.3,-0.1%,i,31,0.4%
COC(=O)c1ccc(-c2ccc(Cl)cc2)nc1C,5%,-16%,-100%,-56%,0.4,61,i,0.8,0.9%,i,37,-5.3%
Cc1ccc(C2=NN(CCC(=O)NCCC(C)C)C(=O)CC2)cc1,10%,8%,1%,6%,-0.9,48,.,.,-0.2%,i,43,5.8%
Cc1nc(NC(=O)c2c(-c3ccccc3Cl)noc2C)sc1C,7%,2%,10%,-4%,-0.2,62,i,1.0,-0.1%,i,7,5.8%
COc1ccc(-c2cc(C)no2)cc1S(=O)(=O)NCc1cccc(C)c1,-9%,-9%,2%,-14%,1.0,54,i,1.3,-0.1%,i,32,-0.1%

# Entries of single compounds as entered above. Order of screens: GPR55 antagonists	KOR beta-arrestin-1	NOD2 inhibition	NOD1 inhibition	NTR1 agonist	NTR1 agonist cell count 20 µM	Myeloid diff 2	Myeloid diff 2 GFP+ MAC1+ %	GPR55 beta-arrestin	T cell HTS	T cell HTS vesicle-bound %	KOR beta-arrestin-2
# Record of Cc1nnc2sc(-c3ccco3)nn12 → 6%	-4%	-8%	-22%	2.3	54	i	0.4	0.2%	i	37	0.0%
# Record of COc1ccc(OC)c(NC(=O)Nc2cccnc2)c1 → 9%	-17%	2%	-28%	0.3	63	i	3.8	0.3%	i	17	4.2%

# Remaining list, next part.
SMILES,GPR55 antagonists,KOR beta-arrestin-1,NOD2 inhibition,NOD1 inhibition,NTR1 agonist,NTR1 agonist cell count 20 µM,Myeloid diff 2,Myeloid diff 2 GFP+ MAC1+ %,GPR55 beta-arrestin,T cell HTS,T cell HTS vesicle-bound %,KOR beta-arrestin-2
COc1ccc(-c2nc(N)n(C(=O)c3ccco3)n2)cc1,-15%,-64%,0%,-23%,-1.0,48,i,0.7,-0.4%,i,39,-3.0%
Cc1ccc(NCc2nnc3n2CCCCC3)cc1,-5%,-13%,5%,-6%,1.2,49,i,2.2,0.9%,i,27,-7.8%
O=C(c1cc2cc(Br)ccc2s1)N1CCOCC1,7%,-2%,-18%,-28%,-0.5,60,i,0.6,0.1%,i,66,-2.9%
Cc1ccccc1C(=O)NCCCCc1ccccc1,3%,-21%,-23%,-23%,0.5,73,i,0.3,-0.4%,i,32,8.0%
Cc1ccc(/C=C/c2ccc(=O)n(Cc3ccccc3Cl)n2)cc1,-3%,13%,-9%,15%,7.7,52,i,0.6,0.3%,i,32,6.8%
CC12CC(c3ccccc3O1)C(C(=O)NCc1ccccc1)C(=O)N2 (stereo unspecified),14%,2%,10%,-29%,1.2,48,i,1.5,0.8%,i,39,-3.1%
C=CCn1c(CSCc2ccc(C)cc2)nnc1SCC(=O)NCc1ccccc1,7%,22%,-1%,-19%,1.6,42,i,0.6,-0.1%,i,28,-1.9%

# 4 compounds from above with just KOR beta-arrestin-1:
Structure	KOR beta-arrestin-1
COc1ccc(-c2nc(N)n(C(=O)c3ccco3)n2)cc1	-64%
Cc1ccc(NCc2nnc3n2CCCCC3)cc1	-13%
O=C(c1cc2cc(Br)ccc2s1)N1CCOCC1	-2%
Cc1ccccc1C(=O)NCCCCc1ccccc1	-21%

# Compound activity: PubChem BioAssay, several laboratories

# This is a subset; the hit share may differ from the screen's.
